Screens from PubChem BioAssay.
DENV2 CPE: protects cells from dengue virus 2 cytopathic effect; CPE inhibition, % at 9.99 µM; 1.7% of 350,000 active; DENV2-infected cells, cytopathic effect rescue, plate reader; in the data active = CPE inhibition above about 20%, passing the limit was not always enough; inconclusive = no clear call, values can overlap the other calls; tested in BHK-21 cells;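 also: 0% = median of neutral control wells and 100% = median of positive control wells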
GSIS activator: primary screen for activators of insulin secretion dependent on glucose, INS-1E cells, GLuc reporter luminescence; INS-1E GLuc reporter insulin secretion, 2-3 h; activation, % at 16.6 µM; 0.61% of 370,000 active; AID 743287;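 active = lowest replicate activation of at least 40%, so every replicate reaches that level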;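 also: 0% = median of neutral control wells and 100% = median of IBMX positive control wells; some compounds called inactive have numbers as strong as hits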
PAX8 reporter: inhibitors of PAX8 transcriptional activity in RMG-I cells. RMG-I TPO-luciferase reporter, SteadyGlo, 24 h. inhibition, % at 12.6 µM. 1.2% of 360,000 active. AID 652154;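 active = mean replicate inhibition at least 60% with every replicate also reaching 60%; inconclusive = only one of the two criteria is met; inactive = mean below 60% and not all replicates reaching 60%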;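 also: luciferase light reporting Pax8 driven TPO promoter activity; plate controls were median of neutral control wells for no effect and mitoxantrone controls for full effect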
miR-122 sensor: inhibitors of miR-122 in Huh7 cells; activation (reporter increase), % at 12.5 µM; 0.3% of 340,000 active; AID 602342; Huh7 miR-122 Renilla luciferase sensor, 48 h; neutral wells = 0, positive control = 100;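 active = mean replicate activation score at least 90 and every replicate individually at or above 90; inconclusive = only one of the two criteria met; inactive = neither criterion met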;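 also: higher luciferase means less miR-122 activity so hits act as miR-122 inhibitors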
CFTR F508del cor: CFTR F508del correction in bronchial cells | 0.36% of 350,000 active | activity (quench increase), % at 7.58 µM | CFBE cells, YFP halide quenching; stimulated with forskolin plus potentiator P3; % fluorescence drop versus neutral controls | AID 720511;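 active = mean added fluorescence quench of at least 8% versus neutral control, with both replicates also reaching 8%; inconclusive = only one of the mean or replicate conditions met; inactive = mean below 8% and not both replicates reaching 8%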;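 also: cells transiently co-express mutant CFTR-F508del with the halide-sensitive YFP; corrector assay measuring rescue of mutant channel to the surface after 24 h compound exposure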
FN deposit inh: fibronectin deposition inhibition. inhibition, % at 12.6 µM. 0.086% of 350,000 active. AID 743247. AH1F fibroblasts, Alexa488-fibronectin deposition fluorescence, overnight;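 active = mean inhibition across replicates of 30% or more, regardless of how many single replicates reach that level; inconclusive = mean under 30% yet at least half of replicates reach 30%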;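 also: positive control wells lacked labelled fibronectin entirely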
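material = AH1F fibroblast monolayer depositing Alexa488-labelled fibronectin into matrix | amount = 10000 AH1F cells/well | buffer or medium = DMEM plus 2% serum, read in PBS | incubation = 1 h cell adhesion before compound, then overnight fibronectin incubation | detection = fluorescence at 485 nm excitation, 525 nm emission | evaluation = percent inhibition as loss of matrix-bound fibronectin fluorescence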
EWS-Fli inh: EWS/Fli transcriptional activity inhibition | A673 NR0B1-luciferase reporter, viability-normalised | inhibition, % at 12.6 µM | 0.67% of 350,000 active | AID 651661;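 active = mean inhibition of at least 50% after viability correction, with every replicate also passing that limit; inconclusive = mean reaches 50% but only one of two replicates passes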;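 also: firefly luciferase signal divided by Alamar Blue viability fluorescence both relative to DMSO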
Active calls of the source: *; ? = inconclusive; . = not tested or not shown; [ ] = another dose, or the depositor's remark.

nr	Structure	DENV2 CPE	GSIS activator	PAX8 reporter	miR-122 sensor	CFTR F508del cor	FN deposit inh	EWS-Fli inh
1	Cc1ccc(-c2ccc3c(c2)O[C@@H](CN(C)CC2CC2)[C@@H](C)CN([C@@H](C)CO)S3(=O)=O)cc1	-3	3	.	11[16.7 µM]	1.2	.	18
2	CCOC(=O)C1(Cc2ccccc2)CCN(Cc2cccc3nccnc23)CC1	-1	-1	17	-10	0.9	7	21
3	CCC(C)(C)C1CCC(=NNC(=S)Nc2cccnc2)CC1 (centres undefined)	-1	-5	-6	.	4.2	-5	4
4	COCCNC(=O)CCCn1c(=O)c2cc(OC)c(OC)cc2n(CC(=O)NCCC2=CCCCC2)c1=O	-2	13	2	.	.	5	4
5	O=C(N[C@H]1CC[C@H](CCNS(=O)(=O)c2cccc(Cl)c2)O[C@@H]1CO)c1ccncc1	5	7	15	-9[16.7 µM]	1.0	-11	-2
6	C[C@H]1CN([C@@H](C)CO)C(=O)Cc2cc(NC(=O)Nc3cccc4ccccc34)ccc2O[C@@H]1CN(C)C(=O)Nc1ccc(C(F)(F)F)cc1	0	2	.	-5[16.7 µM]	-2.3	.	6
7	CCc1nnc(N/N=C/c2ccc(N3CCC(C)CC3)c([N+](=O)[O-])c2)n1N	-4	-17	-20	.	-5.4	3	1
8	CC(=O)/C(=N/Nc1ccccc1[N+](=O)[O-])N1CCCc2ccccc21	0	-5	4	-7	0.9	3	12
9	COc1ccc(/C=N/N(C)c2cc(=O)n(C)c(=O)[nH]2)cc1OC	5	-8	-16	4	.	-3	-27
10	C[C@@H]1CN([C@@H](C)CO)C(=O)c2cc(NC(=O)c3ccncc3)ccc2O[C@@H](C)CCCCO[C@H]1CN(C)C(=O)c1ccncc1	-1	15	-11	-3[16.7 µM]	1.9	-8	.
11	O=C(OCCn1c(=S)sc2ccccc21)c1ccccc1	1	13	-205	.	3.8	-7	-59
12	CN(C)C(=O)C[C@@H]1CC[C@H]2[C@H](COc3ccc(NC(=O)c4ccc(F)c(F)c4)cc3C(=O)N2C)O1	-5	-3	-10	1[16.7 µM]	1.8	-15	0
13	CCOC(=O)c1c(C)c(C)n(Cc2ccc(OC)c(OC)c2)c1C	4	4	12	24	.	.	28
14	COc1cccc(-c2coc3cc4oc(=O)c(CC(=O)O)c(C)c4cc23)c1	-9	5	-10	2	-0.6	1	5
15	Cc1ccc(S(=O)c2ccc(NC(=O)C3CC3)cc2C#N)cc1 (centres undefined)	-4	-21	20	.	1.1	.	14
16	COCC(=O)N1CC[C@@H]2[C@H]1c1cc(-c3ccccc3)ccc1N(C)[C@@H]2CO	1	12	0	-4[16.7 µM]	-2.0	-8	0
17	CC(C)NC(=O)[C@@H]1C[C@@]1(C)[C@@H](NC(=O)OCc1ccccc1)c1ccccc1	-2	1	-9	-1	-1.5	6	-1
18	C[C@@H]1CCCCO[C@@H](CN(C)CC2CCCCC2)[C@H](C)CN([C@H](C)CO)C(=O)c2cc(NC(=O)NC3CCCCC3)ccc2O1	?	21	12	-11[16.7 µM]	4.6	4	7
19	Cc1ccc(C)c(OCCC(=O)Nc2cccc(S(=O)(=O)NC3=NCCCCC3)c2)c1	-1	-52	6	.	1.6	-3	4
20	O=C(CSc1ccc(Cl)cc1)N1CCOCC1	.	.	-27	-6	.	-1	.
21	CCN(CC)CCCNC(=O)CCc1c(C)n(CC)c2cc(-c3ccccc3OC)nn2c1=O	11	6	-3	2	-4.8	4	14
22	Cc1cc(C)c(S(=O)(=O)N2CCN(c3ccccc3)CC2)c(C)c1	-8	-4	-30	.	-4.6	-3	0
23	COc1ccc(N/C=C(\C(C)=O)c2ccc(OC)c(OC)c2)cc1OC	2	11	-2	.	1.9	-3	-3
24	C[C@@H]1CN([C@@H](C)CO)C(=O)c2cc(NS(=O)(=O)c3ccc(F)cc3)ccc2O[C@@H](C)CCCCO[C@H]1CN(C)C(=O)Nc1ccc(F)cc1	-9	-36	6	1[16.7 µM]	6.2	20	28
25	Cc1cc(NC(=O)Nc2ccc3c(ccn3C)c2)sn1	-7	.	-102	1	.	7	-78
26	CCCNC(=O)Nc1ccc2c(c1)C(=O)N(C)C[C@@H](OC)[C@H](C)CN(CCC)[C@@H](C)CO2	4	-7	-2	.	3.5	-4	-1
27	Cc1cc(C(=O)Nc2cccc3c2O[C@H](CN(C)S(=O)(=O)c2ccc(F)cc2)[C@@H](C)CN([C@H](C)CO)C3=O)n(C)n1	8	-2	.	3[16.7 µM]	-1.3	.	-5
28	CC(Sc1nnc(C(C)Oc2ccccc2F)o1)C(=O)NCc1ccc2c(c1)OCO2 (centres undefined)	3	12	13	.	1.3	1	5
29	CCn1c(=O)c2c(nc(SCC(=O)NC3CCCC3)n2C)n(C)c1=O	2	2	-7	-6	-1.2	-5	-6
30	COc1ccc(CNC2CCN(Cc3ccccc3)CC2)cc1	-3	14	12	0	1.3	6	12
31	COc1ccccc1N1CCN(CC(O)c2ccccc2)CC1 (centres undefined)	6	1	3	-6	-0.1	7	2
32	CCN(CC)C1CC(=O)N(c2cccc(Cl)c2)C1=O (centres undefined)	3	-7	-6	-3	-0.7	-5	7

The closing three records of the section before are carried over, then new ones follow:
nr	Structure	DENV2 CPE	GSIS activator	PAX8 reporter	miR-122 sensor	CFTR F508del cor	FN deposit inh	EWS-Fli inh
30	COc1ccc(CNC2CCN(Cc3ccccc3)CC2)cc1	-3	14	12	0	1.3	6	12
31	COc1ccccc1N1CCN(CC(O)c2ccccc2)CC1 (centres undefined)	6	1	3	-6	-0.1	7	2
32	CCN(CC)C1CC(=O)N(c2cccc(Cl)c2)C1=O (centres undefined)	3	-7	-6	-3	-0.7	-5	7
33	Nc1c(C(=O)Nc2cccc(Cl)c2Cl)sc2nc(-c3cccnc3)ccc12	.	-11	-22	-6	.	2	-7
34	O=C(C[C@@H]1C=C[C@@H](NC(=O)C2CCOCC2)[C@H](CO)O1)NCc1ccccc1Cl	6	11	.	.	-0.7	.	1
35	Cn1c(C2CCCN2C(=O)OC(C)(C)C)n[nH]c1=S (centres undefined)	.	.	-4	1	.	-9	.
36	Cc1ccc(-n2ncc3c2CCCC3NC(=O)CCc2cnccn2)cc1C (centres undefined)	0	33	6	-2	-0.1	.	.
37	Cc1ccccc1NC(=O)c1c2c(nc3ccccc13)CCC2	.	-4	-7	-1	1.3	6	8
38	COc1ccc(OC)c(C2CC(=O)Nc3c2c(=O)[nH]c2ncnn32)c1 (centres undefined)	5	-13	2	.	-1.0	-13	-10
39	COC(=O)c1ccccc1NC(=O)CN(CCc1ccccc1)S(C)(=O)=O	.	-10	17	2	.	2	.
40	O=C(Nc1cccc([N+](=O)[O-])c1)c1ccc2c(c1)OCCO2	.	8	-169	-6	.	-1	.
41	CCOc1ccc(NC(=O)CC(=O)Nc2ccc(OCC)cc2)cc1	7	-6	-1	7	-1.4	-2	4
42	CCCC(C(=O)NC1CCCC1)N(C(=O)Cn1nnc(-c2ccc(C)o2)n1)c1ccccc1F (centres undefined)	2	4	14	-7	3.3	-10	11
43	CCOc1ccccc1N1CCN(C(=O)[C@@H]2CCCN2C2=NS(=O)(=O)c3ccccc32)CC1	-3	.	-2	.	-1.4	6	4
44	COCC(=O)N1CCCCN2[C@H](CO)[C@H](c3ccc(-c4ccc(OC)cc4)cc3)[C@@H]2C1	.	10	5	-3[16.7 µM]	-3.1	.	.
45	CC[C@]12c3[nH]c4ccc(Cl)cc4c3CCN1C(=O)[C@@H](CC(=O)NCCCN(C)C)C[C@@H]2C(=O)N1CCN(C(=O)C2CC2)CC1	-19	-6	-2	3	0.5	-8	6
46	O=C(NC(=S)Nc1cccc(O)c1)C1CCCCC1	2	8	-84	-7	3.3	2	-75
47	COc1ccc(C)cc1NC(=O)/C=C/c1ccc(OC)c(S(=O)(=O)N2CCOCC2)c1	-4	2	0	.	4.3	-16	-6
48	Cc1ccc(-c2csc(NC(=O)Cn3[nH]c(=O)c4ccccc4c3=O)n2)cc1	0	11	-20	.	-1.7	-4	-115
49	COCCn1cnnc1SCC(=O)Nc1sccc1C(N)=O	2	11	0	.	-0.9	4	1
50	O=S(=O)(NCCc1ccccc1)c1ccc(F)cc1	3	0	10	80	0.6	0	-21
51	COc1cccc(CN(C)CC(=O)Nc2sc3c(c2C#N)CCC3)c1	15	-9	18	.	.	-7	2
52	Cn1c(CN(O)S(=O)(=O)c2ccc(Cl)cc2)nnc1C(F)(F)F	-6	18	-2	-1	0.6	.	-1
53	O=C1CN(C(=O)COC(=O)c2cc(S(=O)(=O)N3CCOCC3)ccc2Cl)c2ccccc2N1	-2	9	-3	8	1.9	-12	10
54	CC(O)(CC(=O)CC(=O)c1ccccc1)c1ccccc1 (centres undefined)	-5	-41	-8	-2	4.1	5	-10
55	CC(Sc1ccsc1[N+](=O)[O-])C(=O)N1CCN(c2ccccn2)CC1 (centres undefined)	-5	1	-8	-35	-1.6	-2	1
56	C[C@H](CO)N1C[C@H](C)[C@@H](CN(C)C(=O)Cc2ccccn2)Oc2cc(C#C[C@@H](C)O)ccc2S1(=O)=O	-4	41*	.	-6[16.7 µM]	1.1	.	-3
57	Cc1c(C(=O)Nc2cc(S(=O)(=O)N3CCOCC3)ccc2N2CCN(C)CC2)oc2ccccc12	-6	6	6	.	-1.0	-24	25
58	COc1ccc(CCCc2nnc(SCC(=O)Nc3ccccc3F)o2)cc1	6	-8	-1	.	-2.2	-4	1
59	CCN(CC)S(=O)(=O)c1ccc2[nH]c(=O)cc(C(=O)NCc3ccccc3)c2c1	4	2	3	3	2.3	1	3
60	CCC(=O)N(C)C[C@H]1Oc2cc(C#CCC(C)C)ccc2S(=O)(=O)N([C@H](C)CO)C[C@H]1C	-3	3	.	-9[16.7 µM]	-0.5	5	16
61	C[C@@]12C(=O)Nc3cc(F)c(F)cc3C(=O)N1[C@H]1c3ccccc3OC[C@@H]1[C@@H]2c1ccccc1	3	.	16	-9	-5.5	11	6
62	COc1ccc(C(=O)Nc2ccc(NC(=O)c3cccs3)cc2)cc1[N+](=O)[O-]	-18	-11	1	.	-1.1	-4	0
63	CC[C@H](C)[C@@H](C(=O)NCCCCCCCCCCC(=O)N1CCN(C(=O)OC(C)(C)C)CC1)n1cc(CCCCCNC(=O)OC(C)(C)C)nn1	-3	11	63*	.	-4.2	-1	23
64	COC(=O)c1cc(N/C(N)=N/c2nc(C)cc(C)n2)cc(C(=O)OC)c1	5	.	-7	-1	-3.3	3	-5
65	Cc1cc(S(=O)(=O)NCC(c2ccc(F)cc2)N2CCN(C)CC2)ccc1F (centres undefined)	?	-11	-1	-9	2.2	6	1
66	Cc1ccc(-c2nc(-c3ccncc3)no2)c(Cl)c1	4	5	-34	.	-1.2	-3	56*
67	O=C(NC1CCCCC1)C(c1ccc(O)c(O)c1)N(C(=O)Cn1nnc2ccccc21)c1cccc(O)c1 (centres undefined)	8	-9	11	.	1.7	-7	3
68	CC(C)(C)c1cc(/C=C2\NC(=O)NC2=O)cc(C(C)(C)C)c1O	-9	-54	7	-12	-5.1	5	3
69	Cc1ccsc1CN(C)Cc1nc(C2CC2)no1	0	-10	22	.	-0.6	0	7
70	CCN(CC)CCCN(C(=O)c1ccc(F)cc1)c1nc(-c2ccc(OC)cc2)cs1	-9	-9	15	2	-0.6	8	16
71	CCOC(=O)Nc1ccc2c(CN3CCN(S(=O)(=O)c4ccccc4)CC3)cc(=O)oc2c1	.	.	36	-4	.	12	.
